High-throughput results as filed in PubChem BioAssay.
Growth percent in the NCI-60 one-dose screen (48 h, 10 µM unless noted): 100 = growth as untreated, 0 = no growth, -100 = all killed.
RPMI-8226: RPMI-8226 leukemia cells; AID 1794781; hit rate 7.5% among 77,000
MDA-MB-435: MDA-MB-435 melanoma; hit rate 7.8% among 82,000; AID 1794794
M14: M14 melanoma; AID 1794745; hit rate 6.2% among 80,000
HOP-92: HOP-92 NSCLC cells; hit rate 6.3% among 71,000; AID 1794738
A549/ATCC: A549/ATCC NSCLC. AID 1794740. hit rate 3.7% among 81,000
CCRF-CEM: CCRF-CEM leukemia; hit rate 7% among 77,000
EKVX: EKVX NSCLC; hit rate 3% among 71,000; AID 1794765
HOP-62: HOP-62 NSCLC; hit rate 3.9% among 80,000
The depositor's hits bear a star; x = no result given; & = joins results of further samples; ! = a repeat was not active. The calls were made as follows: active = growth percent below 10; inactive = the rest.

SMILES	RPMI-8226	MDA-MB-435	M14	HOP-92	A549/ATCC	CCRF-CEM	EKVX	HOP-62
CC[C@@H](CC[C@@H](C)[C@H]1CC[C@H]2[C@@H]3CC=C4CC(O)CC[C@]4(C)[C@H]3CC[C@]12C)C(C)C (stereo partly drawn)	107	104	96	103	105	100	x	74
Cc1ccc2c(n1)C(=O)C(Br)=C(c1ccc(Cl)cc1)C2=O	74	97	75	95	100	x	86	83
CCOc1nc(-c2ccco2)n2nc(-c3cccs3)cc2n1	79	109	120	78	x	91	89	112
CCOC(=O)[C@@]12CCCC=C1N1c3ccccc3-c3ccnn3[C@@H]1CC2	69	76	91	47	88	x	x	86
COc1ccccc1C(c1ccccc1)C(c1ccccc1)(c1ccccc1)c1ccccc1 (stereo not drawn)	87	101	101	x	92	x	x	107
O=C1C(Cl)=C(Nc2ccc(Nc3ccccc3)c(NC3=C(Cl)C(=O)c4ccccc4C3=O)c2)C(=O)c2ccccc21	27	113	118	45	93	38	66	60
Cc1cc2c(C(C)C)c(O)c(O)c(C=NCCCCCC(=O)O)c2c(O)c1-c1c(C)cc2c(C(C)C)c(O)c(O)c(C=NCCCCCC(=O)O)c2c1O	40	89	88	54	89	41	73	82
CC(C)COC(=O)c1ccccc1C(=O)OC1CCCCC1	100	108	105	91	93	95	x	97
Cc1ccc(-c2nc(NS(=O)(=O)c3ccc(C)cc3)nc(Cl)c2C#N)cc1	98	86	94	132	108	91	103	116
CC(C)(C)c1ccc(O)c(Cl)c1	103	112	110	73	101	98	122	106
CCOC(=O)c1cc(C(=O)c2ccc(OC)c(OC)c2)n2c1ccc1ccccc12	80	90	102	83	98	94	76	85
Cc1cc(=O)c2c(C)ccc(C)c2[nH]1	105	104	98	x	93	102	102	104
Cc1cc(Nc2nc(OCCCN(C)C)nc3ccccc23)n[nH]1	106	96	100	91	93	96	x	105
O=C1/C(=C/c2cccc(Cl)c2)CCc2ccccc21	22	97	103	73	90	x	x	105
CCOC(=O)c1cnc2ccc(C)cc2c1Nc1cccc(S(N)(=O)=O)c1	99	104	88	106	91	105	103	106
CCCCCCCCN(CCCCCCCC)CC(O)c1ccc(Cl)c(C)c1Cl (stereo not drawn)	73	91	85	71	78	78	99	89
CC(=O)c1ccc(NC(=O)CSc2nnc(-c3ccncc3)n2-c2ccccc2)cc1	105	117	104	97	91	94	99	97
Cc1cc(C)n(CC(=O)Nc2ccc(-c3nc4ccccc4s3)cc2)n1	97	107	111	98	95	99	108	105
Cc1cc(N=Nc2ccc(-c3ccc(N=Nc4ccc(O)c(C(=O)O)c4)cc3)cc2)c(N)c(N=Nc2ccc(C(=O)O)cc2)c1N	67	99	87	72	102	x	x	100
Clc1cccc(/C=N/Nc2nc(N/N=C/c3cccc(Cl)c3Cl)nc(N3CCCCC3)n2)c1Cl	93	69	x	86	56	71	89	98
COc1cc(C2C=C(c3ccc(Cl)cc3)N=C3SC(C)=CN32)cc(OC)c1OC (stereo not drawn)	48	73	95	95	84	89	x	109
CC12c3ccccc3C(C)(c3ccccc31)C(NS(=O)(=O)c1ccc(Cl)cc1Cl)C2O (stereo not drawn)	80	93	91	74	76	88	79	99
C1CCC(OCC2(COC3CCCCO3)CCCO2)OC1 (stereo not drawn)	95	99	95	x	103	89	x	102
CCCC(C)OC(=O)/C=C\C(=O)NC(N)=O (stereo not drawn)	97	106	100	96	85	83	99	105
CCC1(CC)COP(=O)(OCCN2C(=O)C3C4C=CC(C4)C3C2=O)OC1 (stereo not drawn)	103	108	106	x	x	102	101	x
Cc1cc2nc(-c3ccccc3)c(-c3ccccc3)nc2cc1C	88	93	113	90	98	99	89	111
CCCC(=O)c1cc(O)c(O)c(O)c1	98	101	98	94	93	93	97	90
Cc1ccc(C2=NNC(c3cn(-c4ccccc4)nc3-c3cccc(Nc4ccnc5cc(Cl)ccc45)c3)C2)cc1 (stereo not drawn)	49	52	67	46	56	x	x	62
Cc1cccc2c1S/C(=C/c1ccc(Cl)cc1)C2=O	x	x	92	86	96	98	90	77
CS(=O)(=O)N(c1cc(-c2ccc3ncnc(Nc4cccc(Cl)c4)c3c2)cnc1Cl)S(C)(=O)=O	-6.1*	16	22	-20*	9.6*	20	-3.2*	19
CCCCn1c(-c2ccc(-c3nc(-c4ccc5c(c4)OCO5)no3)cc2)nc(-c2ccccc2)c1-c1ccccc1	x	x	104	91	97	93	95	96
C=C(c1ccc(C(=O)NCCCn2ccnc2)cc1)c1cc2c(cc1C)C(C)(C)CCC2(C)C	23	-27*	-76*	x	40	14	27	18
CC(C)CN1CC(Br)C(=O)NC1=O (stereo not drawn)	100&88	103&85	96&101	97&125	98&88	88&48	110&96	96&113
CC(=O)[C@@]1(O)CC[C@H]2[C@@H]3CCC4=CC(=O)CC[C@]4(C)[C@H]3C(=O)C[C@@]21C	109	107	100	106	104	112	99	91
CC(=O)c1ccc(Br)c2ccccc12	108&107	100	120&108	102	112	106	116&104	106&105
[2H]c1nc(=Nc2cc(NC(=O)C=C)c(N(C)CCN(C)C)cc2OC)[nH]c(-c2cn(C([2H])([2H])[2H])c3ccccc23)c1[2H]	19	22	-53*	23	41	18	40	x
O=C1C(c2c[nH]c3ccccc23)=C(c2coc3ccc(O)cc23)C(=O)N1O	100	103	89	104	106	90	88	100
Cc1cc(=O)oc2cc(OCC(O)CNN3C(=O)c4cccc5c(N6CCCC6)ccc(c45)C3=O)ccc12 (stereo not drawn)	81	79	85	40	83	103	77	95
Cc1nc(NCc2ccco2)c2cn[nH]c2n1	98	113	107	83	97	x	104	96
CCOC(=O)C(/C=N\C(=S)Nc1ccc(Cl)c(Cl)c1)=C(/O)c1ccccc1	62	86	92	73	93	83	79	93
O=C(N1CCC(CN=c2cc3n(-c4ccc(Cl)cc4)c4ccccc4nc-3cc2Nc2ccc(Cl)cc2)CC1)N1CC1	x	-29*	-74*	x	-89*	x	-62*	-85*
COc1ccccc1CNCCCN1C(=O)c2ccc3c4c(ccc(c24)C1=O)C(=O)N(CCCNCCCCN)C3=O	-8.6*	1.2*	-80*	-16*	-65*	x	8.9*	-31*
C[N+]1(CC(=O)c2ccccc2)CCCCC1	108	109	104	102	109	103	103	98
CN(C)CCCc1ccc(Nc2cnn(C)c(=O)c2Cl)cc1	102	98	100	110	94	102	98	108
O=C(O)c1ccc(OCc2ccccc2)cc1	97	108	103	93	94	104	110	93
Cc1cc(=O)oc2c3c(ccc12)OC(N)=C(C#N)C3c1ccccc1 (stereo not drawn)	101	110	104	77	84	103	96	83
O=C(O)c1ccc2c3c(ncnc13)-c1ccccc1C2=O	87	-60*	-59*	81	-6.2*	78	103	12
CCCCN(CCCC)C(C)C(=O)c1ccc2cc(Br)c3ccccc3c2c1 (stereo not drawn)	92	100	108	95	82	102	104	105
CC(=O)CSc1nc2sc3c(c2c(=O)n1-c1ccccc1)CCC(C)C3 (stereo not drawn)	100	98	109	60	97	101	92	91
Cc1nc2ccccc2c(=O)n1N	101&95	98&107	107&95	88&108	92&88	99&107	107&98	106&74
Cc1ccc(S(=O)(=O)OCCn2ccc3ccccc3c2=O)cc1	94	104	98	79	118	96	89	106
COc1cc(/C=C2\N=C(c3ccccc3)N(c3ccc(S(N)(=O)=O)cc3)C2=O)cc(OC)c1OC	90	97	98	73	90	106	98	64
CCCCCc1ccc(S(=O)(=O)Nc2cc(-c3csc(NC(=O)CN4CCN(C)CC4)n3)ccc2N2CCN(C)CC2)cc1	-29*	-79*	x	50	16	0.8*	56	43
Cc1ccc(S(=O)(=O)OCCN(CCOS(=O)(=O)c2ccc(C)cc2)c2c[nH]c(=O)[nH]c2=O)cc1	100	103	105	x	101	101	x	108
COc1cccc(C(C#N)NCCCNC(C#N)c2cccc(OC)c2OC)c1OC (stereo not drawn)	87	113	95	85	106	88	108	101
NS(=O)(=O)c1ccc(Nc2nc(Nc3ccccc3)nc3n[nH]c(=O)n23)cc1	90	107	x	129	115	96	95	103
CC(=O)C(N=Nc1ccc(-c2ccc(N=NC(C(C)=O)C(=O)Nc3ccc(C)cc3C)c(Cl)c2)cc1Cl)C(=O)Nc1ccc(C)cc1C (stereo not drawn)	100	89	95	102	98	97	103	93
CC(C)=CCC/C(C)=C/COc1c2c(cc3occc13)OC1(C=C2)OC(CC/C(C)=C/COc2c3ccoc3cc3oc(=O)ccc23)C(C)(C)O1 (stereo not drawn)	91	94	97	66	73	117	96	110
CC1=CC2N=NN(Cc3cccc(NC(=O)CCC(=O)O)c3)C2C=C1C (stereo not drawn)	101	108	108	110	106	103	101	108
CCOC(=O)C(N)Cc1cc(I)c(O)c(I)c1 (stereo not drawn)	107&96	114&105	104&105	-3.5*!	101&107	103&100	113&101	113&106

Another view of some results above.
Compound | RPMI-8226 | MDA-MB-435 | M14 | HOP-92 | A549/ATCC | CCRF-CEM | EKVX | HOP-62
CCCCN(CCCC)C(C)C(=O)c1ccc2cc(Br)c3ccccc3c2c1 (stereo not drawn) | 92 | 100 | 108 | 95 | 82 | 102 | 104 | 105
CC(=O)CSc1nc2sc3c(c2c(=O)n1-c1ccccc1)CCC(C)C3 (stereo not drawn) | 100 | 98 | 109 | 60 | 97 | 101 | 92 | 91
Cc1nc2ccccc2c(=O)n1N | 101&95 | 98&107 | 107&95 | 88&108 | 92&88 | 99&107 | 107&98 | 106&74
Cc1ccc(S(=O)(=O)OCCn2ccc3ccccc3c2=O)cc1 | 94 | 104 | 98 | 79 | 118 | 96 | 89 | 106

(listing goes on)
SMILES	RPMI-8226	MDA-MB-435	M14	HOP-92	A549/ATCC	CCRF-CEM	EKVX	HOP-62
CCCC(=O)Nc1cc(C)c(NC(=O)CN(CC)CC)c(C)c1	98	101	91	x	104	56	102	105
O=c1[nH]nc(-c2ccc(Cl)cc2)cc1Cc1ccc(O)cc1	102	117	106	37	132	x	88	102
Cc1ccc(S(=O)(=O)NN=C(c2ccc(F)cc2)c2ccc(S(C)(=O)=O)cc2)cc1	91	94	98	69	100	87	100	98
C=CC(=O)OCC1CCCO1 (stereo not drawn)	95	104	93	93	80	95	99	92
CCOC(=O)c1ccc(Nc2ncnc3ccc(NC(=O)c4cccs4)cc23)cc1	55	91	83	100	97	88	85	114
COc1ccc2cc(-c3ccc(-c4ccc(C(=N)N)s4)s3)ccc2c1	-21*	0.9*	36	65	-19*	-14*	1.0*	-8.3*
O=c1oc2c(cnc3ccccc32)cc1-c1ccc([N+](=O)[O-])cc1	105	104	106	97	97	115	107	91
COc1ccc(OC)c(-c2nc3sc(-c4cn(C)c5ccccc45)nn3c2C=O)c1	89	89	94	108	89	89	95	103
O=C(CCl)N1c2cccc3cccc(c23)N(C(=O)CCl)C1c1cn(-c2ccccc2)nc1-c1cccc([N+](=O)[O-])c1	-6.9*	84	85	117	107	8.6*	102	95
CNc1nc2ncc(-c3c(C)noc3C)cc2n1Cc1ccccc1	-3.0*	46	31	7.1*	54	50	63	41
CC(=O)n1nc(C(=O)OC(C)(C)C)c2cc(F)c(F)cc21	89	96	91	83	96	98	105	99
N/C(=N\C(N)=N\c1nc2ccccc2s1)c1ccc2c(c1)OCO2	83	97	97	x	82	83	83	86
NC(=O)C1CCN(c2c(Cl)cncc2Cl)CC1	85	112	103	94	91	102	95	92
O=C(O)CSC(Nc1ccccc1C(=O)O)c1ccccc1 (stereo not drawn)	106	109	107	100	103	105	97	102
N#Cc1ccccc1-c1ccc(CN2C(=O)S/C(=C\c3ccc([N+](=O)[O-])cc3)C2=O)cc1	105	100	114	126	100	104	101	105
CCOC(=O)c1ccc(N/C=C/C(=O)c2ccc(F)cc2)cc1	100	96	99	106	97	108	105	110
OC(c1ccccc1)(c1ccccc1)C1CCN(c2ccc3nnc(Cl)n3n2)CC1	14	42	39	20	36	18	20	64
O=C(CCl)Nc1c[nH]c(=O)[nH]c1=O	96	92	105	89	95	92	97	112
CCCCS(=O)(=O)NC(=O)Nc1ccc(C)cc1	110	106	113	x	105	103	100	90
CCOC(OCC)c1nc(N)nc(N)c1-c1ccc(Cl)cc1	105	100	107	94	105	104	x	104

Looked up above:
`CC12c3ccccc3C(C)(c3ccccc31)C(NS(=O)(=O)c1ccc(Cl)cc1Cl)C2O` (stereo not drawn) | M14: 91
`CCC1(CC)COP(=O)(OCCN2C(=O)C3C4C=CC(C4)C3C2=O)OC1` (stereo not drawn) | EKVX: 101
`Cc1cc(N=Nc2ccc(-c3ccc(N=Nc4ccc(O)c(C(=O)O)c4)cc3)cc2)c(N)c(N=Nc2ccc(C(=O)O)cc2)c1N` | A549/ATCC: 102
`CCOC(=O)C(/C=N\C(=S)Nc1ccc(Cl)c(Cl)c1)=C(/O)c1ccccc1` | A549/ATCC: 93
`COc1ccccc1CNCCCN1C(=O)c2ccc3c4c(ccc(c24)C1=O)C(=O)N(CCCNCCCCN)C3=O` | A549/ATCC: -65*
`Cc1cc(C)n(CC(=O)Nc2ccc(-c3nc4ccccc4s3)cc2)n1` | EKVX: 108

Back to the main list, repeating the two entries before the break.
SMILES	RPMI-8226	MDA-MB-435	M14	HOP-92	A549/ATCC	CCRF-CEM	EKVX	HOP-62
CCCCS(=O)(=O)NC(=O)Nc1ccc(C)cc1	110	106	113	x	105	103	100	90
CCOC(OCC)c1nc(N)nc(N)c1-c1ccc(Cl)cc1	105	100	107	94	105	104	x	104
O=C(O)C1CC2CCC1CC2 (stereo not drawn)	104	106	107	x	105	97	108	106
O=C(N/N=C/c1ccc(N2CCCC2)cc1)c1cnc2n(c1=O)CCCCC2	x	103	99	115	102	108	97	105
O=C(Nc1cccnc1)c1cccs1	79	41	30	x	35	58	74	66
O=S(=O)(Oc1ccc(-c2cn3ccsc3n2)cc1)c1ccccc1	97	108	110	102	98	96	93	98
CSC1=NCCN1	119	110	103	100	98	x	99	99
COc1cc(C2NC(=O)NC(C)=C2C(=O)c2cnccn2)cc(OC)c1OC (stereo not drawn)	114	99	100	109	108	120	99	103
O=c1[nH]c2ccc(Cl)cc2cc1CSc1ccccc1Nc1nccc(-c2ccc(C(F)(F)F)cc2)n1	72	92	99	62	65	82	74	90
COCCCNS(=O)(=O)c1ncnc2nc[nH]c12	107	107	93	120	x	101	101	93
